OXTR agonist: human OXTR agonism. CHO-OTR cells, Fluo-8 calcium fluorescence; normalized: DMSO 0%, oxytocin 100%. P30559. AID 2435. activation, % at 3 µM. 320,000 tested, 0.32% active;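 active = activation above the mean of all tested compounds plus 3 SD, cutoff set per screening run, cut at about 20% in these data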;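 also: peak over basal fluorescence ratio from a 100 s FLIPR kinetic read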
MEKK2 WT-MEK5: raises or lowers MEK5 binding to wildtype human MEKK2 PB1 domain; Q9Y2U5; bead flow cytometry, Alexa488-MEK5 binding to MEKK2 WT; actives lie on both sides; binding response (% of control), % at 10 µM; 290,000 tested, 1.1% active; AID 1531; in the data active = binding response below about 67% or above about 130%
PHOSPHO1 block: inhibitors of human PHOSPHO1 phosphatase | Q8TCT1 | recombinant PHOSPHO1, absorbance phosphatase assay | inhibition, % at 13.3 µM | 290,000 tested, 1.1% active; in the data active = inhibition above about 60%
M18AAP inhibitor: PfM18AAP enzyme inhibition; AID 1822; 290,000 tested, 1.2% active; inhibition, % at 7.35 µM; recombinant PfM18AAP, H-Glu-NHMec fluorogenic cleavage;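 active = inhibition above the campaign mean inhibition over all tested compounds plus 3 SD, cut at about 28% in these data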;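 also: 0% = plate median of test compound wells and 100% = 2 mM ZnCl2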
GPR7 antag: blocks human GPR7 receptor signaling; P48145; GPR7-expressing cells, fluorescence antagonist assay; inhibition, % at 4.4 µM; 290,000 tested, 1.1% active; AID 1861; in the data active = inhibition above about 16%, passing the limit was not always enough;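 also: cells stimulated with the agonist NPW; 0% = agonist with vehicle and 100% = vehicle without agonist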
MEKK2mut PB1 HTS: signal of MEK5 binding to mutant human MEKK2 PB1 domain; bead flow cytometry, Alexa488-MEK5 binding to MEKK2 mutant; percent response, % at 10 µM; 290,000 tested, 0.35% active; AID 1530; in the data active = percent response above about 24%, passing the limit was not always enough; also: inactives centre near 1; some results filed as inactive read as strong as hits; reference of the scale not given here
MEKK3 PB1 HTS: raises or lowers MEK5 binding to the human MEKK3 PB1 domain. Q99759. bead-based flow cytometry, Alexa488-MEK5 binding to MEKK3; actives lie on both sides; 0 = blocked by unlabeled MEK5, 100 = vehicle. binding response (% of control), % at 10 µM. 290,000 tested, 1.4% active. AID 1529;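 active = binding response more than 3 SD above or below the average of its plate-row segment, actives on both sides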;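 also: Alexa488 bead fluorescence after subtracting the streptavidin-only scavenger bead signal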
Target sequence (Q99759 whole entry, looked up, the tested form may be a part): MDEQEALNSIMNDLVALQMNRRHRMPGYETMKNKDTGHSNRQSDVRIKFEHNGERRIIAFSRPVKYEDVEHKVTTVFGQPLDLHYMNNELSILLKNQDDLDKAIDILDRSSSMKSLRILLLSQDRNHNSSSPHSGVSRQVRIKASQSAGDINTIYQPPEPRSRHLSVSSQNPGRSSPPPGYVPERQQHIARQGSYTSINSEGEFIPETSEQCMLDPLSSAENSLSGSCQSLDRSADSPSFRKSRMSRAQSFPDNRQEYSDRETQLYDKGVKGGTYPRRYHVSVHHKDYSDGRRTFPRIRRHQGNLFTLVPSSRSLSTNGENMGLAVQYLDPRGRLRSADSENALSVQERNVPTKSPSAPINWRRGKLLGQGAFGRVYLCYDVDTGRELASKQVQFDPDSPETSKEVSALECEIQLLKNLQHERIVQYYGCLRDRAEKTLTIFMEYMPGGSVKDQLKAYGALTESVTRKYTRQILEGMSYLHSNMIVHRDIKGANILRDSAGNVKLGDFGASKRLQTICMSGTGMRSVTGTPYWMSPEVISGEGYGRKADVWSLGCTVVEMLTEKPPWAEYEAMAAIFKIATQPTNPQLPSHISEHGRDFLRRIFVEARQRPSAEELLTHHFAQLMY
NALP1 inh: blocks the NALP1 inflammasome reconstituted in yeast. 280,000 tested, 0.61% active. S. cerevisiae NALP1/ASC/caspase-1 growth, X-gal OD620, 72 h. AID 2071. inhibition, % at 10 µM; in the data active = inhibition mostly above about 24%, no sharp cut-off; inactive = mostly below about 32%; also: some compounds called inactive have numbers as strong as hits
FID counter: displaces DNA intercalator in HCV helicase counter-screen; 290,000 tested, 0.17% active; DNA fluorescent intercalator displacement, fluorescence; inhibition, % at 7.9 µM; in the data active = inhibition above about 37%;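 also: 0% = vehicle and 100% = reference compound; higher means more ethidium bromide displaced from hairpin DNA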
Starred values were filed as active, the others as inactive; · = no result given.

Letters – A = OXTR agonist; B = MEKK2 WT-MEK5; C = PHOSPHO1 block; D = M18AAP inhibitor; E = GPR7 antag; F = MEKK2mut PB1 HTS; G = MEKK3 PB1 HTS; H = NALP1 inh; I = FID counter
#1 CCC(C)[C@@H](CN(N=O)[C@@H](Cc1ccccc1)CN(C)N=O)N(CCc1ccccc1)N=O (stereo not given in full)
  A = -1.1; B = 112.0; C = 21.9; D = 2.2; E = -3.3; F = 5.0; G = 105.0; H = 8.5; I = -12.9
#2 COc1ccc(-c2ocnc2C(=O)N2CCN(C(c3ccccc3)c3ccccc3)CC2)cc1
  A = -1.5; B = 90.0; C = 13.8; D = 3.9; E = 8.8; F = -10.0; G = 113.0; H = 2.1; I = -36.4
#3 CSc1nc(-c2ccccc2)nc(NC(=O)C(C)C)c1C(C)=O
  A = -2.3; B = 100.0; C = 8.4; D = 0.3; E = 3.9; F = -2.0; G = 103.0; H = -5.9; I = 3.5
#4 Cc1cccc(OCC(=O)OCC(=O)c2c(N)n(C)c(=O)n(C)c2=O)c1
  A = 0.7; B = 103.0; C = -17.0; D = -2.1; E = -5.5; F = 2.0; G = 106.0; H = 14.9; I = -8.2
#5 Cc1sc2ncn(CC(=O)NCCN3CCOCC3)c(=O)c2c1S(=O)(=O)N1CCC(C)CC1
  A = -0.6; B = 99.0; C = 15.0; D = 0.4; E = -2.6; F = 2.0; G = 102.0; H = 22.7; I = -1.1
#6 O=C(Nc1ccc([N+](=O)[O-])cn1)c1cc(-c2cccc(Br)c2)nc2ccccc12
  A = -0.2; B = 93.0; C = -6.8; D = -7.5; E = -6.5; F = -1.0; G = 103.0; H = 22.1; I = -0.1
#7 CCCOc1ccc(C(=O)NCC(c2ccco2)N(C)C)cc1OC (stereo not given)
  A = 0.4; B = 106.0; C = -8.6; D = -1.6; E = -9.0; F = 6.0; G = 98.0; H = 26.7; I = 1.8
#8 OC1(CC#CCN2CCCCC2)c2ccccc2-c2ccccc21
  A = 1.2; B = 99.0; C = 45.9; D = 1.7; E = -13.4; F = 10.0; G = 107.0; H = 13.0; I = 4.8
#9 CCOC(=O)C1(Cc2cccc(Cl)c2)CCCN(C(=O)CCC(=O)N(C)C)C1 (stereo not given)
  A = -0.3; B = 109.0; C = 36.8; D = -8.2; E = -15.4; F = 12.0; G = 106.0; H = 4.2; I = -26.6
#10 Cc1nn(C)c(Cl)c1CN1CCN(CC(C)C)C(CCO)C1 (stereo not given)
  A = 0.1; B = 106.0; C = 54.1; D = -7.6; E = -4.1; F = 1.0; G = 103.0; H = -11.5; I = 4.7
#11 Cc1cc(NC(=O)CSc2nnnn2-c2ccc(C(C)C)cc2)no1
  A = -0.1; B = 106.0; C = 27.0; D = -2.2; E = -5.0; F = 6.0; G = 100.0; H = 11.8; I = -24.1
#12 O=C(NC(Cc1ccccc1)C(=O)O)/C(=C\c1ccc(Cl)cc1)NC(=O)c1ccco1 (stereo not given)
  A = -0.7; B = 104.0; C = ·; D = -1.4; E = -5.7; F = 4.0; G = 101.0; H = 20.0; I = -46.7
#13 N#C/C(=C\c1ccc(-c2ccccc2)o1)C(=O)Nn1cnnc1
  A = -0.7; B = 106.0; C = 44.4; D = 63.3*; E = -9.9; F = 1.0; G = 103.0; H = 3.1; I = -24.0
#14 CCOc1cc(C(N)=O)cc(Br)c1OC
  A = -1.1; B = 106.0; C = -3.3; D = -3.0; E = -6.0; F = 3.0; G = 115.0; H = 9.6; I = 2.1
#15 Cc1ccc(NC(=O)CN2C(=O)COc3ccc(C)cc32)nc1
  A = 0.5; B = 97.0; C = 2.6; D = 2.1; E = -3.5; F = -5.0; G = 90.0; H = 5.8; I = -18.7

Filtered by structure: those above containing sulfur (3)
Letters – A = OXTR agonist; B = MEKK2 WT-MEK5; C = PHOSPHO1 block; D = M18AAP inhibitor; E = GPR7 antag; F = MEKK2mut PB1 HTS; G = MEKK3 PB1 HTS; H = NALP1 inh; I = FID counter
#3 CSc1nc(-c2ccccc2)nc(NC(=O)C(C)C)c1C(C)=O
  A = -2.3; B = 100.0; C = 8.4; D = 0.3; E = 3.9; F = -2.0; G = 103.0; H = -5.9; I = 3.5
#5 Cc1sc2ncn(CC(=O)NCCN3CCOCC3)c(=O)c2c1S(=O)(=O)N1CCC(C)CC1
  A = -0.6; B = 99.0; C = 15.0; D = 0.4; E = -2.6; F = 2.0; G = 102.0; H = 22.7; I = -1.1
#11 Cc1cc(NC(=O)CSc2nnnn2-c2ccc(C(C)C)cc2)no1
  A = -0.1; B = 106.0; C = 27.0; D = -2.2; E = -5.0; F = 6.0; G = 100.0; H = 11.8; I = -24.1

Returning to the listing; the 3 compounds before the break are reprinted first.
Letters – A = OXTR agonist; B = MEKK2 WT-MEK5; C = PHOSPHO1 block; D = M18AAP inhibitor; E = GPR7 antag; F = MEKK2mut PB1 HTS; G = MEKK3 PB1 HTS; H = NALP1 inh; I = FID counter
#13 N#C/C(=C\c1ccc(-c2ccccc2)o1)C(=O)Nn1cnnc1
  A = -0.7; B = 106.0; C = 44.4; D = 63.3*; E = -9.9; F = 1.0; G = 103.0; H = 3.1; I = -24.0
#14 CCOc1cc(C(N)=O)cc(Br)c1OC
  A = -1.1; B = 106.0; C = -3.3; D = -3.0; E = -6.0; F = 3.0; G = 115.0; H = 9.6; I = 2.1
#15 Cc1ccc(NC(=O)CN2C(=O)COc3ccc(C)cc32)nc1
  A = 0.5; B = 97.0; C = 2.6; D = 2.1; E = -3.5; F = -5.0; G = 90.0; H = 5.8; I = -18.7
#16 Cc1cc(=O)c(C(=O)O)nn1-c1ccccc1Cl
  A = 1.6; B = 97.0; C = 8.0; D = -3.0; E = -5.1; F = -5.0; G = 98.0; H = 19.4; I = 7.0
#17 COCCCN1C(=O)C(=O)/C(=C(/O)c2ccc(S(=O)(=O)N3CCOCC3)cc2)C1c1cccc(Cl)c1 (stereo not given)
  A = 1.2; B = 109.0; C = 35.5; D = -3.0; E = -2.9; F = 2.0; G = 104.0; H = 15.0; I = -46.1
#18 Cc1cccc(NC(=S)Nc2cccc3ccccc23)c1
  A = -0.8; B = 104.0; C = -4.0; D = 14.5; E = 4.9; F = 9.0; G = 103.0; H = 3.0; I = 3.1
#19 COc1ccc2[nH]c3c(=O)n4c(nc3c2c1)SCCC4
  A = -1.9; B = 74.0; C = -9.7; D = -1.8; E = 5.9; F = -18.0; G = 76.0; H = 1.6; I = 2.2
#20 COc1cc(C(=S)N2CCOCC2)cc(OC)c1OS(=O)(=O)c1ccc(NC(C)=O)cc1
  A = 0.2; B = 99.0; C = 19.4; D = 0.1; E = 2.5; F = 1.0; G = 104.0; H = 22.7; I = -4.5
#21 COc1cc(/C=C2\C(=O)N(c3ccc(S(N)(=O)=O)cc3)N=C2C)ccc1OC(=O)c1ccco1
  A = -1.1; B = 90.0; C = -17.0; D = 1.3; E = -9.1; F = -9.0; G = 100.0; H = 36.0; I = -4.3
#22 Nc1[nH][nH]c(=O)c1N=Nc1cccc(Cl)c1
  A = -1.5; B = 95.0; C = 0.9; D = 20.6; E = -6.2; F = -9.0; G = 98.0; H = -5.7; I = 8.6
#23 COC(=O)c1ccc(C2/C(=C(/O)c3ccc(Cl)cc3)C(=O)C(=O)N2C2CCS(=O)(=O)C2)cc1 (stereo not given)
  A = -0.4; B = 103.0; C = -9.1; D = 10.0; E = 6.8; F = 0.0; G = 100.0; H = 2.0; I = -48.2
#24 CCOc1ccc(N(CC(=O)N2CCN(c3ccccc3OC)CC2)S(=O)(=O)c2ccc(F)cc2)cc1
  A = ·; B = 101.0; C = 46.6; D = 3.2; E = -14.9; F = 1.0; G = 103.0; H = 7.2; I = -63.4
#25 COc1cccc(C2C(C(=O)c3cccs3)=C(O)C(=O)N2CCN2CCOCC2)c1OC (stereo not given)
  A = ·; B = 102.0; C = 31.6; D = 11.9; E = -10.1; F = 1.0; G = 103.0; H = 19.6; I = -19.2
#26 Cn1cnnc1SCC(=O)NNC(=O)COc1ccc(Br)cc1
  A = 0.2; B = 108.0; C = 51.9; D = -8.1; E = 0.1; F = -1.0; G = 112.0; H = 7.7; I = -7.3
#27 O=C(CN1CCN(S(=O)(=O)c2ccc(F)cc2)CC1)Nc1ccc(Cl)c(C(F)(F)F)c1
  A = 11.6; B = ·; C = 52.4; D = -2.3; E = 2.6; F = ·; G = ·; H = -3.2; I = -12.7
#28 CCOC(=O)c1c(CC(C)C)csc1N
  A = -0.6; B = 95.0; C = 23.3; D = 0.9; E = -18.7; F = -5.0; G = 98.0; H = -15.1; I = -2.8

From PubChem
